# TRHR PAM – TRH receptor (human) allosteric enhancement | P34981 | enhancement, % at 2 µM | actives 0.66% (n = 360,000) | TRHR cells, fluo-8 calcium fluorescence, EC20 TRH enhancement | AID 493056; in the data active = enhancement above about 30%; also: 0% is about no effect
# Target sequence (P34981 whole entry, looked up): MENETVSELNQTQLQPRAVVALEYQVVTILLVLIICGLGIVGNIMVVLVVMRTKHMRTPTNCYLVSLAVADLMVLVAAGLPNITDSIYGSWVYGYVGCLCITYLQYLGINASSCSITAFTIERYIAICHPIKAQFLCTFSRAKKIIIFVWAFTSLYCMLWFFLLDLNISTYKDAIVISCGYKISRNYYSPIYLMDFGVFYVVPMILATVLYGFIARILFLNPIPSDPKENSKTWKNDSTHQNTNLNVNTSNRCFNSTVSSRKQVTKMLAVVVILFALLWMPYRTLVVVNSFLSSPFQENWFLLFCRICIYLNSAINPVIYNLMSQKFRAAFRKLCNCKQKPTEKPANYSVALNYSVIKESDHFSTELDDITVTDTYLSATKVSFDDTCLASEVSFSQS
#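 Enhancer read-out: after compound pinning and an initial kinetic agonist-mode read, an EC20 of TRH (10 nM final) was injected and fluo-8 calcium signal (Ex 480/Em 530) followed at 1 s/cycle for 100 cycles in TRHR-expressing cells.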
# D1 antagonist – blocks dopamine activation of the human D1 receptor; P21728; HEK293 TREx D1 cells, calcium flux, dopamine EC80; stronger effect = lower value; AID 504652; activity change, negative = inhibition, % at 10 µM; actives 3.2% (n = 360,000); in the data active = activity change below about -30%; also: % is scaled to controls: 0 for no effect and ±100 for the full control effect
# Target sequence (P21728 whole entry, looked up): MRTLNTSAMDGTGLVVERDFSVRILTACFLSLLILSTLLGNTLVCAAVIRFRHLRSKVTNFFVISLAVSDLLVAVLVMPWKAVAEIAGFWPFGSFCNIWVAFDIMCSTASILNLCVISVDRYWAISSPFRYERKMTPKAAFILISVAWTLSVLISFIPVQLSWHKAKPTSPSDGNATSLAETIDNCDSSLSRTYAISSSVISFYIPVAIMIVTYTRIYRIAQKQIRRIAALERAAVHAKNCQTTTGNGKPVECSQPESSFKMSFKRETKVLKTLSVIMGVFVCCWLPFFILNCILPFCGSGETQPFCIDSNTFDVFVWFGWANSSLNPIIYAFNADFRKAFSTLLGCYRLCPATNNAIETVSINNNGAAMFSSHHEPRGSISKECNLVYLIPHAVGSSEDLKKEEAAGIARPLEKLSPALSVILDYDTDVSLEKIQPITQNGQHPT
#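 Allosteric or orthosteric antagonism assessed as attenuation of the calcium response to EC80 dopamine, added 180 s after compound, in induced HEK293 Trex D1 cells loaded with no-wash calcium dye.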
# D1 agonist – activates the human D1 dopamine receptor. HEK293 T-REx D1 cells, calcium flux, agonist mode. activation, % at 2 µM. actives 1% (n = 360,000); also: 0% is about no effect
#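 Inducible HEK293 T-REx D1 cells, force-coupled to calcium signalling, were plated at 4000 cells/well with tetracycline and held overnight at 30 C. After no-wash calcium dye loading, compound-evoked calcium rise over 180 s flagged agonists.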
# D2 potentiator – positively modulates the human D2 dopamine receptor allosterically | P14416 | HEK293 T-REx D2, calcium flux, EC20 dopamine potentiation | potentiation, % at 10 µM | actives 0.34% (n = 340,000) | AID 485347;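 active = potentiation over 3 SD above the plate norm, cut at about 30% in these data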; also: 0% is about no effect
#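 Cells plated with tetracycline inducer and held overnight at 30 C; calcium dye loaded 30–90 min at room temperature; baseline taken, compound added and read 180 s; EC20 dopamine then added and read 180 s.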
# RXFP1 antag – blocks the human relaxin receptor RXFP1; Q9HBX9; HEK293-RXFP1, relaxin-stimulated cAMP HTRF, 30 min; stronger effect = lower value; activity change, negative = inhibition, % at 57.5 µM; actives 0.59% (n = 350,000);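 active = activity change of -60% or lower, but not beyond a set lower limit; inconclusive = change between -60% and -40%, or beyond the set limit; inactive = change above -40%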; also: % is scaled to controls: 0 for no effect and ±100 for the full control effect
# D1 PAM – enhances dopamine response at the human D1 receptor. HEK293 TREx D1 cells, calcium flux, dopamine EC20 potentiation. actives 0.036% (n = 360,000). P21728. potentiation, % at 10 µM; in the data active = potentiation above about 30%; also: 0% is about no effect
# D2 antagonist – D2 dopamine receptor (human) antagonism; P14416; HEK293 TREx D2 cells, calcium flux, dopamine EC80; inhibition, % at 10 µM; actives 2% (n = 340,000); AID 485344; in the data active = inhibition above about 30%; also: 0% is about no effect
#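 Calcium mobilization kinetics were recorded at 1 s intervals in tetracycline-induced HEK293 T-REx D2 cells, first for 180 s after compound addition and then 180 s after EC80 dopamine.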
# D2 agonist – agonists of human D2 dopamine receptor | HEK293 T-REx D2 cells, calcium flux agonist mode | activation, % at 2 µM | actives 0.53% (n = 340,000) | AID 485358;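 active = activation over 3 SD above normal in the single-dose calcium agonist read, cut at about 30% in these data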; also: 0% is about no effect
#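 Calcium-flux readout, 1 cycle/sec over 180 s following compound pin transfer, in inducible HEK293 Trex D2 cells (force-coupled); dopamine controls included. Positive calcium responses during this window marked compounds as potential agonists.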
# TRHR ag – activates the human TRH receptor | AID 493084 | activation, % at 2 µM | actives 0.18% (n = 360,000) | P34981 | TRHR cells, calcium flux fluo-8, FDSS agonist mode; also: 0% is about no effect
#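 TRHR-expressing cells, plated overnight in medium with 10% serum, were loaded with fluo-8 calcium dye at room temperature. After a 10 s baseline, library compound was pin-added and calcium release was recorded kinetically (ex 480/em 530) as agonist response.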
# * hit, by the source's call; ? = inconclusive; . = not tested or not shown. Rule as the data show it, unless noted: active = activation above about 30%; inactive = the rest.
SMILES,TRHR PAM,D1 antagonist,D1 agonist,D2 potentiator,RXFP1 antag,D1 PAM,D2 antagonist,D2 agonist,TRHR ag
Cc1ccccc1-c1noc(-c2ccccc2C(=O)NCC2CCCO2)n1 (configuration not stated),-7,-30*,0,-4,7,-1,1,-0.7,0.3
CCN(CC1CCCN(CCc2cccc(OC)c2)C1)C(=O)C=C(C)C (configuration not stated),-2,-8,2,-3,-6,-8,-14,0.8,0.2
CCC(COC(C)=O)Nc1nc2c([nH]1)c(=O)n(C)c(=O)n2C (configuration not stated),5,2,2,4,5,0,6,1.1,0.2
CCOC(=O)CNS(=O)(=O)c1cc(-c2nnc(Nc3cccc(O)c3)c3ccccc23)ccc1C,-3,2,2,0,?,0,.,-0.7,-1.0
COc1ccc(CNC(=O)CSc2nnc(-c3cccnc3)n2N)cc1,-3,-3,6,-3,10,0,-5,0.7,4.1
Cc1ccc2c(c1)N(CC(=O)Nc1ccccc1C(F)(F)F)C(=O)c1cccnc1O2,11,-10,1,-8,-5,-4,.,1.5,-1.3
COc1cccc(-n2cc(C(=O)NCc3cccc(Cl)c3)c3ccccc3c2=O)c1,-3,-9,0,4,8,-3,.,0.6,-0.5
Cc1ccc(NC(=O)CN2CCN(C(=O)C3CCCO3)CC2)c(C)c1 (configuration not stated),-1,11,1,-1,-13,-3,27,-0.1,0.3
CC(=O)OCCCN1c2ccccc2Nc2nnc(-c3ccccc3)cc21,4,-3,0,-1,-4,0,-3,-0.1,0.1
CN(C)S(=O)(=O)c1ccc(Cl)c(C(=O)NCCNC(=O)c2cc(S(=O)(=O)N(C)C)ccc2Cl)c1,4,5,2,9,8,8,1,2.0,0.6
CN(C)S(=O)(=O)c1ccc2c(c1)nc(CCC(=O)O)n2C,3,-18,1,1,-27,-6,17,4.5,0.0
CCCc1cc(=O)oc2cc(O[C@@H]3O[C@H](CO)[C@@H](O)[C@H](O)[C@H]3O)ccc12,6,7,4,5,9,-4,-8,0.4,1.0
CCOC(=O)c1oc2ccccc2c1CSc1nnnn1-c1ccccc1,-12,16,6,-2,-3,0,-21,-0.1,-1.6
O=c1[nH]c(C2CCN(S(=O)(=O)c3cccc(C(F)(F)F)c3)CC2)nc2c1nnn2Cc1cccc(F)c1,19,-13,3,.,-10,-6,.,.,-0.2
O=C(NN=C1CCN(Cc2ccccc2)CC1)c1cc2ccccc2cc1O,3,1,1,1,-6,-6,-2,0.0,0.1
CC(C)(C)C(=O)N1NC(=Nc2ccccc2)SC1(C)C,-7,9,5,-14,-4,-2,10,0.0,0.9
CC(C)(C)C(=O)CN1CCN(C2c3ccccc3-c3ccccc32)CC1,4,-1,2,-11,-4,5,-26,3.3,1.1
Clc1ccc(-c2csc(N3CCOCC3)n2)cc1,-6,-29,1,7,-23,-5,-1,0.2,-0.4
Cn1c(COc2ccc(Cl)cc2)nnc1SCc1ncc(-c2ccccc2)o1,-3,-28,14,6,3,-4,-8,1.9,0.5
COC(=O)c1c(NS(=O)(=O)c2ccccc2)csc1C,0,12,1,0,-5,-3,-5,-1.3,-1.9
O=C(Cc1ccccc1)NCC(=O)N1CCN(c2ccccc2)CC1,3,-10,-1,1,-4,6,-10,-0.1,-0.2
COc1ccc(C)cc1NC(=O)c1cc(S(=O)(=O)N2CCN(c3cccc(C)c3C)CC2)ccc1F,-4,-22,-2,21,-9,-3,.,-0.6,0.6
CCOc1cc(C2Nc3cccc4cccc(c34)N2)ccc1O,3,-3,1,-2,?,-2,2,-1.4,-0.4
COc1ccc(NC(=O)NC2CC3CCCC(C2)N3Cc2ccccc2)cc1 (configuration not stated),-5,-9,4,-9,-1,-9,46*,-0.4,-0.1
COC(=O)c1cn(NC(=O)c2cc(OC)c(OC)c(OC)c2)c(=O)c2ccccc12,-5,7,0,-17,-12,-4,-6,-0.1,0.2
O=C1Nc2cc(C(=O)N3CCN(Cc4ccccc4)CC3)ccc2SC1N1CCOCC1 (configuration not stated),-4,-1,1,4,-2,2,13,19,-0.3
Cc1ccc2c(c1)N(C(=O)CCC(=O)NC1CCCCCC1)CC(C)O2 (configuration not stated),-8,-8,1,-11,-7,0,4,0.4,-0.6
Cc1ccc(C(=O)N2CCc3ccccc32)o1,7,-13,2,-7,2,-3,13,-0.1,-0.4
Cc1c(C(=O)C(=O)N2c3ccccc3CC2C)c2ccccc2n1C (configuration not stated),6,-24,3,4,-12,0,-11,1.0,-0.2
Cc1ccccc1OCC(=O)OCC(=O)c1c[nH]c2ccccc12,-10,-15,1,.,-8,-4,.,.,0.0
OCCN1CCN(c2nc(N3CCCCC3)nc(N3CCCCC3)n2)CC1,2,13,20,9,-11,-2,.,.,0.9
O=C(Nc1ccccc1)N1CCn2c(nc3ccccc32)C1,-3,11,3,-4,8,-10,8,1.7,0.0
CCc1ccc(C(=O)OCC(=O)c2c(N)n(CC(C)C)c(=O)n(C)c2=O)cc1,29,6,20,12,-15,-10,1,0.3,1.5
O=C(OCc1cc2ccccc2[nH]c1=O)c1cccnc1,-5,-14,-1,-14,-8,-2,21,-0.4,0.5
COc1ccc(-n2c(-c3cnccn3)n[nH]c2=S)cc1,2,0,0,-13,18,-1,5,1.5,0.1
CCN1CCN(Cc2c(O)ccc3cc(-c4ccc(OC)cc4)c(=O)oc23)CC1,7,3,15,6,2,-2,.,1.1,15
Cc1ccccc1OCC(=O)Nc1ccccc1-c1ccccc1,-3,-16,1,-8,-4,-8,-6,-0.6,0.1
Cc1ccc(O)c(Nc2nc(-c3ccccc3)nc3ccccc23)c1,-5,-6,0,-8,-7,-1,7,1.1,0.2
COc1cc(/C=N/NC(=O)C(=O)N2CCCC2)ccc1O,4,0,1,4,-38,-5,9,-0.5,-0.5
Cc1cccc(N2C(=O)NC3(CCCCC3)C2=O)c1,-3,0,8,2,2,-4,-22,0.6,0.6

# Among those listed so far, 2 contain two or more sulfur atoms:
SMILES,TRHR PAM,D1 antagonist,D1 agonist,D2 potentiator,RXFP1 antag,D1 PAM,D2 antagonist,D2 agonist,TRHR ag
CN(C)S(=O)(=O)c1ccc(Cl)c(C(=O)NCCNC(=O)c2cc(S(=O)(=O)N(C)C)ccc2Cl)c1,4,5,2,9,8,8,1,2.0,0.6
COC(=O)c1c(NS(=O)(=O)c2ccccc2)csc1C,0,12,1,0,-5,-3,-5,-1.3,-1.9

# (listing goes on)
SMILES,TRHR PAM,D1 antagonist,D1 agonist,D2 potentiator,RXFP1 antag,D1 PAM,D2 antagonist,D2 agonist,TRHR ag
CCOC(=O)c1c(NC(=O)c2ccc(Cl)s2)sc(C)c1C,14,0,5,8,.,-2,-12,0.7,0.4
COCCCNC(=O)C(C#N)c1nc2ccccc2nc1N1CCN(Cc2ccccc2)CC1 (configuration not stated),-5,5,4,-21,-5,-2,-33,2.2,3.9
O=C1CC(c2ccccc2)CC(O)=C1C=Nc1ccc(Cl)cc1 (configuration not stated),-6,4,6,5,0,-8,-19,0.6,0.3
CCN(CC)c1ccc(/C=N/NC(=O)Nc2ccccc2)cc1,-2,-6,3,-6,-13,-2,-4,-0.8,0.9
CC(NC(c1ccccc1)c1ccccc1)C(=O)N1CCCc2ccccc21 (configuration not stated),-1,15,0,-17,-25,-2,1,-1.0,-0.6
CCOC(=O)C1=C(C)Nc2sc(C(=O)c3ccc(C)cc3)c(N)c2C1c1ccc(C(=O)OC)cc1 (configuration not stated),0,1,0,22,-8,-4,-3,0.7,0.8
CC(C)c1ccc(N2C(=O)CSC23C(=O)N(Cc2ccccc2)c2ccccc23)cc1 (configuration not stated),0,-7,8,0,.,-2,.,-0.4,0.9
O=C(CN1C(=O)CSc2ncccc21)N1CCOCC1,-2,15,-2,4,.,-3,6,1.4,0.2
COc1ccc(-c2cn3nc(N4CCC(C(=O)Nc5cccc(C)c5C)CC4)sc3n2)cc1,9,-7,1,4,-5,8,.,1.5,0.5
O=C1C(=O)N(CCCN2CCOCC2)C(c2ccc([N+](=O)[O-])cc2)/C1=C(\O)c1ccc2c(c1)OCCO2 (configuration not stated),5,1,10,5,-9,0,-26,0.8,-1.5
CCOC(=O)c1ccc(N=C2C(=S)N(c3ccc(C(=O)OCC)cc3)C(=N)N2/N=C/c2ccccc2)cc1,1,24,-2,-5,9,-6,8,0.3,-0.2
O=C(CSc1nnc(Cc2ccccc2)n1-c1ccc(F)cc1)N1CCOCC1,-6,9,4,-4,-2,-2,16,0.0,0.9
COc1ccccc1Nc1ccc(S(=O)(=O)N2CCCCC2)cc1[N+](=O)[O-],4,-1,0,-3,5,-3,4,-0.7,-0.7
O=C(c1ccco1)N1CCN(C(=O)C2CCCN(S(=O)(=O)c3cccc4nsnc34)C2)CC1 (configuration not stated),0,9,4,2,-34,-3,-3,-0.9,-0.2

# Whole records from above:
# Results for COc1ccc(C)cc1NC(=O)c1cc(S(=O)(=O)N2CCN(c3cccc(C)c3C)CC2)ccc1F = TRHR PAM = -4; D1 antagonist = -22; D1 agonist = -2; D2 potentiator = 21; RXFP1 antag = -9; D1 PAM = -3; D2 antagonist = .; D2 agonist = -0.6; TRHR ag = 0.6
# Results for O=c1[nH]c(C2CCN(S(=O)(=O)c3cccc(C(F)(F)F)c3)CC2)nc2c1nnn2Cc1cccc(F)c1 = TRHR PAM = 19; D1 antagonist = -13; D1 agonist = 3; D2 potentiator = .; RXFP1 antag = -10; D1 PAM = -6; D2 antagonist = .; D2 agonist = .; TRHR ag = -0.2
# Results for O=C(Cc1ccccc1)NCC(=O)N1CCN(c2ccccc2)CC1 = TRHR PAM = 3; D1 antagonist = -10; D1 agonist = -1; D2 potentiator = 1; RXFP1 antag = -4; D1 PAM = 6; D2 antagonist = -10; D2 agonist = -0.1; TRHR ag = -0.2

# An excerpt of these results, as labelled records:
SMILES: O=C(CSc1nnc(Cc2ccccc2)n1-c1ccc(F)cc1)N1CCOCC1
  TRHR PAM = -6
  D1 antagonist = 9
  D1 agonist = 4
  D2 potentiator = -4
  RXFP1 antag = -2
  D1 PAM = -2
  D2 antagonist = 16
  D2 agonist = 0.0
  TRHR ag = 0.9

SMILES: COc1ccccc1Nc1ccc(S(=O)(=O)N2CCCCC2)cc1[N+](=O)[O-]
  TRHR PAM = 4
  D1 antagonist = -1
  D1 agonist = 0
  D2 potentiator = -3
  RXFP1 antag = 5
  D1 PAM = -3
  D2 antagonist = 4
  D2 agonist = -0.7
  TRHR ag = -0.7

# Bioassay records: PubChem BioAssay, National Center for Advancing Translational Sciences (NCATS)
